Source: PubChem
OX1R antag-1 = antagonists of human orexin 1 receptor (OX1R) | OX1R-expressing cells, FRET antagonist read-out | inhibition, % at 6.6 µM | actives 1.8% (n = 330,000) | AID 485270; in the data active means inhibition mostly above about 38%, no sharp cut-off; inactive means mostly below about 40%;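 further: 0% = agonist challenge alone and 100% = reference antagonist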
Target sequence (O43613 whole entry, looked up): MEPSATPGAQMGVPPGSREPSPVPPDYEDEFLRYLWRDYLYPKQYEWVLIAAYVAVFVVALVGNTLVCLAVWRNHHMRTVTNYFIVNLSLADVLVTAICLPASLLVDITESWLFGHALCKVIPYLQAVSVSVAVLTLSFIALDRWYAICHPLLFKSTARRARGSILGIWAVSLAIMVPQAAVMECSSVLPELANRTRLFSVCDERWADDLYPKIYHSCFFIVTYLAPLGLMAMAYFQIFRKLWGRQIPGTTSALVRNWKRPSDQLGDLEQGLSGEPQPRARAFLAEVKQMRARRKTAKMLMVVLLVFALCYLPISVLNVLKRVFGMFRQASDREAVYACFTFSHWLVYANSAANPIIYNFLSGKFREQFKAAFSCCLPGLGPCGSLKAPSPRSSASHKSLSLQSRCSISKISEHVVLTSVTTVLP
OX1R antag-2 = antagonists of human orexin 1 receptor; inhibition, % at 5 µM; actives 0.43% (n = 330,000); O43613; AID 434989; CHO/OX1R cells, Fluo-8 calcium fluorescence, orexin A;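 active means inhibition above its plate's threshold, mean inhibition of all tested compounds on the plate plus 3 SD, cut at about 37% in these data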;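 further: 0% = orexin A challenge wells and 100% = SB-334867-A antagonist wells; not every result past the cut was called active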
* marks the source's active call; other numbers are inactive results.

SMILES | OX1R antag-1 | OX1R antag-2
Cc1c(C(=O)NCCSCc2ccco2)cccc1[N+](=O)[O-] | 17 | -14
C/C(=N\OCC(=O)Nc1c(C)cc(C)cc1C)c1ccc2c(c1)OCCO2 | 2 | -21
COc1ccc(C(C)=O)cc1CSc1nc2ccccc2c(=O)n1-c1ccccc1 | 30 | -28
CC1CC1C(=O)OCC(=O)NNC(=O)COc1ccc(Br)cc1 (configuration not stated) | 23 | -26
Cc1ccc(C(C(=O)NCc2ccccc2)N(C(=O)c2csnn2)c2cccc3ccccc23)o1 (configuration not stated) | 28 | -4
COc1cccc(N2CCN(CC(=O)Nc3ccccc3C(=O)NCCc3ccccc3)CC2)c1 | 4 | 0
O=C(Nc1ccc(S(=O)(=O)N2C[C@@H]3C[C@@H](C2)c2cccc(=O)n2C3)cc1)c1ccc(F)cc1 | 7 | -33
COc1ccc(-c2csc(NC(=O)C3COc4ccccc4O3)n2)cc1OC (configuration not stated) | 15 | -21
COc1ccccc1CCC(=O)NNC(=O)c1ccccc1 | 2 | -13
CN1CCN(S(=O)(=O)c2csc(C(N)=O)c2)CC1 | 7 | -1
CSc1ccccc1NC(=O)c1cccs1 | 13 | -8
CSc1ccc(CN2CCN(CC=C(C)C)C(CCO)C2)cc1 (configuration not stated) | 8 | -20
S=C(NC1CC1)N1CCc2ccccc2C1 | 6 | -11
O=C(O)CC(=O)Nc1ccccc1C(=O)O | 12 | 1
CC(C)C(OC(=O)c1cccs1)C(=O)NCCc1ccccc1 (configuration not stated) | 3 | -18
Cc1ccc(C(C)C)c(OCC(=O)N/N=C2\CC(=O)CC(C)(C)C2)c1 | 12 | -14
Cc1sc2ncnc(N3CCCCC3C)c2c1C (configuration not stated) | 10 | -18
CCOC(=O)N1CCN(C(=O)c2cnn(-c3ccccc3)c2NC(=O)c2ccccc2F)CC1 | -6 | -21
O=C(Nc1cccnc1)C1CC(c2ccccc2O)=NO1 (configuration not stated) | 18 | 8
Cc1cc(-c2ccc(C)c(S(=O)(=O)NCCc3ccco3)c2)on1 | 18 | 3
CC(=O)NC1(c2nnnn2CCOC(=O)Nc2ccc(Cl)cc2)CCCCC1 | 19 | -21
O=C(NCc1cccs1)[C@@H]1CSC2c3ccccc3C(=O)N21 (some centres not stated) | 9 | -11
CC1CC(C)CN(S(=O)(=O)N2CCCC(C(=O)NCCCN3CCCCC3C)C2)C1 (configuration not stated) | 7 | -16
CC(C)c1nc(SCC(=O)Nc2ccc3c(c2)OCCO3)n[nH]1 | 22 | -3
COc1ccc(CC(=O)NNC(=O)CSc2ccc(C)cc2)cc1 | 1 | 5

Compounds from the list above containing a furan ring, fused or not, in the order listed:
SMILES | OX1R antag-1 | OX1R antag-2
Cc1c(C(=O)NCCSCc2ccco2)cccc1[N+](=O)[O-] | 17 | -14
Cc1ccc(C(C(=O)NCc2ccccc2)N(C(=O)c2csnn2)c2cccc3ccccc23)o1 (configuration not stated) | 28 | -4
Cc1cc(-c2ccc(C)c(S(=O)(=O)NCCc3ccco3)c2)on1 | 18 | 3

Reprinted at random: 3 compounds from above.
SMILES | OX1R antag-1 | OX1R antag-2
COc1ccc(-c2csc(NC(=O)C3COc4ccccc4O3)n2)cc1OC (configuration not stated) | 15 | -21
O=C(NCc1cccs1)[C@@H]1CSC2c3ccccc3C(=O)N21 (some centres not stated) | 9 | -11
S=C(NC1CC1)N1CCc2ccccc2C1 | 6 | -11

(next part)
SMILES | OX1R antag-1 | OX1R antag-2
Cc1cc(C(=O)NCc2ccco2)c2cc(F)ccc2n1 | 10 | -11
O=C(O)c1cn(-c2ccc(F)cc2)c2cc(Cl)c(F)cc2c1=O | 4 | -13
CCCCn1c(SCc2c(C)noc2C)nc2cc(S(N)(=O)=O)ccc21 | 7 | -4
Cc1nn(-c2ccc(Cl)c(Cl)c2)c(C)c1C(=O)O | 14 | -2
Nc1sc(-c2ccccc2)cc1-c1n[nH]c(=S)n1C1CCCCC1 | 14 | 14
CCOc1cc(NC(=S)NCCCN2CCOCC2)c(OCC)cc1NC(=O)c1cccc(C)c1 | 7 | -20
O=C(NCc1ccc2c(c1)OCO2)c1n[nH]c(=O)c2ccccc12 | 16 | -4
CC(C)CC(=O)Nc1ccc(S(=O)(=O)N2CCCC2)cc1 | 8 | -6
Cc1[nH]nc(SCC(=O)NCc2ccc(F)cc2)c1[N+](=O)[O-] | 1 | -15
CCc1nnc(NC(=O)CSc2nc3c(cc2C#N)CCCC3)s1 | 15 | -17
COc1ccc(-n2c(Cn3nnc4ccccc43)nnc2SCC(=O)O)cc1 | 11 | -11
COc1ccc(N(C(=O)c2cccc(OC)c2OC)C2C=CS(=O)(=O)C2)c(OC)c1 (configuration not stated) | 5 | -1
CSc1nsc(SCC(=O)Nc2ccc(Cl)c(C(=O)O)c2)n1 | 10 | -10
COc1cc(OC)cc(C(=O)Nc2ccc(S(=O)(=O)Nc3ncccn3)cc2)c1 | 0 | -21
CN(C)CCNC(=O)C(c1ccccc1)c1ccccc1 | 2 | -3
COc1cccc(OC)c1/C=C/C(=O)NC1CCCCC1 | 1 | -22
NS(=O)(=O)c1ccc(NC(=O)c2cc(Cl)ccc2Cl)cc1 | 16 | 9
Cc1nn(-c2ccccc2)c(C)c1C(=O)NCc1ccc(S(N)(=O)=O)cc1 | 15 | -2
Cc1ccc2nc(NC(=O)c3ccc(Cl)s3)sc2c1 | 14 | -6
N#C/C(C(=O)c1ccccc1)=C1/CCCCCN1 | 20 | -14
C=CC[C@@H](CC(=O)N(CCO)Cc1ccccc1)C(=O)NCCOC(=O)[C@@H](CC=C)Cc1ccc(F)cc1 | 12 | -18
CSc1ccccc1NC(=O)COc1ccc(Cl)cc1Cl | 3 | -64
Cc1ccc(N2C(=O)Nc3ccc(Br)cc3C2(O)C(=O)NCCCN(C)C)cc1C (configuration not stated) | 16 | -2
Cc1ccc(SCC(=O)Nc2ccc(-c3nc4ccccc4[nH]3)cc2)cc1 | 20 | 7
Cc1ccc(-c2ccc(NC(=O)C3C4C=CC(C4)C3C(=O)O)cc2)o1 (configuration not stated) | 5 | -24
Following part.
SMILES | OX1R antag-1 | OX1R antag-2
CC(C)N(Cc1ccccc1)C(=O)C1CCN(c2ncnc3c2nc2n3CCCCC2)CC1 | 6 | -39
O=C(N/N=C/c1ccccn1)c1cccc(S(=O)(=O)Nc2ccccc2Cl)c1 | 33 | -30
CCOc1ccc(S(=O)(=O)N(CC(=O)N/N=C/c2cccs2)c2ccc(C)cc2)cc1 | 6 | -33
CCc1cc2c(N3CCCCC3)ncnc2s1 | 36 | -6
CCN(CC)C(=O)CSc1nc(C)cc(C)c1C#N | 26 | -12
Cc1ccccc1OCC(=O)OCC(=O)NCCNC(=O)COC(=O)COc1ccccc1C | -3 | -3
CCc1cccc(NC(=O)CCC(=O)O)c1 | 3 | -14
Cc1ccc(F)cc1NC(=O)CSc1ncccn1 | -3 | -5
Cc1nn(CCCC(=O)NCCc2ccccc2)c(=O)c2nn(-c3ccccc3)c(C)c12 | 19 | -24
CC1=NN(c2ccccc2)C(=O)/C1=C\N1CC(C)OC(C)C1 (configuration not stated) | 2 | -6
COc1ccc(CCNC(=O)CNS(=O)(=O)c2ccc(Br)cc2)cc1 | 5 | -22
O=C1OCCN1c1c(-c2ccccc2)c(N2CCOCC2)nc2ccccc12 | 14 | -36
Cc1cc(C)n(-c2ccc(C(=O)Nc3ccc4c(c3)OCCO4)cc2)n1 | 5 | -15
CCCCn1nc(C(=O)Nc2ccccc2N2CCCC2)c2ccccc2c1=O | 1 | -14
CCOc1ccc(N2C(=O)CC(NC3CCN(C(=O)c4ccc(F)cc4)CC3)C2=O)cc1 (configuration not stated) | 30 | -29
O=[N+]([O-])/C(C(=C(Cl)Cl)N1CCN(Cc2ccccc2)CC1)=C1\NCCN1Cc1ccc(Cl)nc1 | 3 | -15
Cc1cc(C(=O)Nc2nnc(C(F)(F)F)s2)no1 | 7 | 22
Nc1nc2ccc(S(=O)(=O)N3CCCCC3)cc2s1 | 1 | -8
CCc1ccc(N(CC(=O)Nc2ccccc2C(=O)N2CCCC2)S(C)(=O)=O)cc1 | 14 | -3
CC(C)n1c(COc2ccccc2)nc2ccccc21 | 3 | -16
Fc1ccc2cnc(-c3cccnc3)cc2c1 | 13 | -14
CN(CCO)c1ccc(C(C(=O)c2ccccc2)c2ccc(N(C)CCO)cc2)cc1 | 4 | 0
COc1ccccc1NC(=O)N1CCN(c2ccnc3cc(Cl)ccc23)CC1 | 13 | -27
CCOC(=O)c1[nH]c(CO)c(C(=O)OCC)c1C | 12 | 1
O=C(c1cccc(F)c1)N1CCC(c2nc3ccccc3s2)CC1 | 14 | 4
New compounds follow.
SMILES | OX1R antag-1 | OX1R antag-2
CCOCCCNS(=O)(=O)c1ccc2c(c1)oc(=O)n2CC(=O)OCC | 4 | 2
CCC(C)NC(=O)CSc1nnc(-c2ccc(OC)c(OC)c2)c(-c2ccc(OC)c(OC)c2)n1 (configuration not stated) | -3 | 3
S=C(NCc1cccs1)Nc1cccc(Cl)c1 | 8 | 1
COc1ccccc1/C=C1\SC(=S)N(CCC(=O)N2CCCCC2CCO)C1=O (configuration not stated) | 0 | -25
Cc1ccc(N2CC(C(=O)Nc3ccc4c(c3)OCO4)CC2=O)cc1 (configuration not stated) | 16 | -6
Cc1ccc(-n2c(SC3CCOC3=O)nc3ccccc3c2=O)cc1 (configuration not stated) | -3 | -17
CN(CC(=O)Nc1ccc(F)cc1)C(=O)CCc1nc2sc3c(c2c(=O)[nH]1)CCCC3 | 25 | -34
NS(=O)(=O)c1ccc(CCNC(=O)c2ccccc2Cc2ccccc2)cc1 | 13 | -8
CN(c1ccc(OCC(=O)OCC(=O)Nc2ccccc2F)cc1)S(=O)(=O)c1cccs1 | 8 | 5
O=C(Nc1ccccc1Oc1ccsc1C(=O)O)c1ccccc1 | -4 | 0
Clc1ccc(CN2C3=NCCCN3c3ccccc32)cc1 | 3 | -29
CC(=O)Nc1cccc(Nc2nc(-c3ccccc3)nc3ccccc23)c1 | 39 | -5
Cc1ccn2cc(-c3cccc(NC(=O)c4cccs4)c3)nc2c1 | 75* | -15
CCOC(=O)Cn1nc(C)c(NC(=O)COc2ccc(F)cc2F)c1C | 22 | -7
CCOc1ccc(-c2csc(NC(=O)C3CCCO3)n2)cc1 (configuration not stated) | 8 | -8
COc1cc(C(=O)NCC(c2ccco2)N2CCCC2)ccc1OCc1c(C)noc1C (configuration not stated) | 20 | -9
COc1ccc(/C(C)=N/NC(=O)CNC(=O)c2ccco2)c(OC)c1 | 12 | -1
Cc1ccc(NC(=O)CN(C)C(=O)CSc2nc3ccccc3c(=O)n2Cc2ccco2)cc1 | 33 | -23
CC(=O)NNc1[nH]c2c(c(=O)c1[N+](=O)[O-])c(=O)n(C)c(=O)n2C | 20 | -9
CCOc1ccc(N2C(=O)C3C4C=CC([C@H]5CC45)[C@@H]3C2=O)cc1 (some centres not stated) | -11 | -19
O=C(NNC(=O)C12CC3CC(CC(C3)C1)C2)c1ccccc1F | 6 | -12
CCOc1ccc(-n2c(CCc3ccccc3)n[nH]c2=S)cc1 | 13 | -19
C=CCn1c(O)c(C(CC)=Nc2ccccc2NC(=O)CC)c(=O)[nH]c1=O | 9 | -6
O=C(Cc1ccc(F)cc1)Nc1c2c(nn1-c1cccc(Cl)c1)CS(=O)C2 (configuration not stated) | 17 | -25
CC(C)n1cnnc1SCC(=O)Nc1cccc(S(=O)(=O)N(C)c2ccccc2)c1 | 11 | -24
(list continues)
SMILES | OX1R antag-1 | OX1R antag-2
Fc1ccccc1N1CCN(Cc2nc(-c3ccc(Cl)cc3Cl)no2)CC1 | 13 | -28
Cc1nnc2n(-c3ccccc3)c(=O)c3c4c(sc3n12)CC(C)CC4 (configuration not stated) | -3 | -9
CC(CCc1ccccc1)NC(=O)C1CCN(S(=O)(=O)c2ccc(F)cc2)CC1 (configuration not stated) | 5 | -34
O=C(c1cc2cccc([N+](=O)[O-])c2oc1=O)N1CCOCC1 | 22 | -7
COc1ccc(CN2C(=O)CN=C2Nc2cc(C)ccc2C)cc1 | 18 | -14
Nc1nc2ncc(C(=O)c3cc(F)ccc3O)cc2s1 | 2 | -8
COc1ccccc1CC(=O)Nc1ccc2c(c1)OC1(CCCC1)O2 | 14 | -15
CNC(=S)NNC(=O)c1oc2nc(-c3ccccc3)cc(C)c2c1N | 20 | -10
Cc1ccc2c(Cl)c(C)c(N3CCCCC3)nc2n1 | 31 | -39
CCOC(=O)CC(=O)Nc1ccc(Br)cc1C(=O)O | 15 | -4
COC(CNC(=O)CSCc1nc(-c2ccc(SC)cc2)oc1C)OC | 14 | -20
Cc1ccc(S(=O)(=O)NNC2=NCCCCC2)cc1 | 11 | -23
COc1ccc(C(=O)c2sc3nc(-c4ccc(OC)cc4)ccc3c2N)cc1 | 9 | 4
COc1cc(C(=O)O/N=C2\C=CC(=O)C=C2C)cc(OC)c1OC | 9 | -5
Cc1oc2c(CN(C)C)c(O)ccc2c(=O)c1-c1cscn1 | 9 | 0
O=C(CCCN1C(=O)/C(=C\c2cccs2)SC1=S)NNC(=O)c1ccncc1 | 20 | -31
O=C(NN1C(=O)C2C(C1=O)C1C=CC2C12CC2)c1ccncc1 (configuration not stated) | 11 | -9
COc1ccc2c(c1)[C@H]1[C@H](CO2)[C@H](c2ccccc2)[C@]2(C)C(=O)Nc3ccc(C)cc3C(=O)N12 | 13 | 16
Cn1cnnc1SCc1ccc(-c2ccc(Br)cc2)o1 | 21 | -23
COC(=O)c1ccc(NC(=O)CSCc2ccccc2C)cc1 | 13 | 2
CS(=O)(=O)N1CCN(C(=O)c2ccc(F)cc2)CC1 | -2 | -2

Sorted by number of heavy atoms (high to low): part of the list above
SMILES | OX1R antag-1 | OX1R antag-2
COc1ccc2c(c1)[C@H]1[C@H](CO2)[C@H](c2ccccc2)[C@]2(C)C(=O)Nc3ccc(C)cc3C(=O)N12 | 13 | 16
O=C(CCCN1C(=O)/C(=C\c2cccs2)SC1=S)NNC(=O)c1ccncc1 | 20 | -31
COc1ccc(CN2C(=O)CN=C2Nc2cc(C)ccc2C)cc1 | 18 | -14
O=C(c1cc2cccc([N+](=O)[O-])c2oc1=O)N1CCOCC1 | 22 | -7
Nc1nc2ncc(C(=O)c3cc(F)ccc3O)cc2s1 | 2 | -8
CS(=O)(=O)N1CCN(C(=O)c2ccc(F)cc2)CC1 | -2 | -2
